Screening data deposited in PubChem BioAssay by The Scripps Research Institute Molecular Screening Center.
CHRM1 antagonist – human CHRM1 antagonism; CHO-K1 hM1, Fluo-8 calcium fluorescence, ACh EC80 antagonist; inhibition, % at 3 µM; 360,000 tested, 1.3% active;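 active = percent inhibition above its own plate's cutoff, namely the mean of that plate's compound wells plus 3 SD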;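 note: peak over basal fluorescence ratio during 140 s after agonist addition; 0% = ACh EC80 plus DMSO and 100% = DMSO alone without agonist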
TAAR1 agonist – agonists of human TAAR1. Q96RJ0. CHO RD-HGA16 TAAR1, Fluo-8 calcium fluorescence; vehicle wells 0%, saturating PEA agonist 100%. activation, % at 3 µM. 360,000 tested, 0.99% active;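 active = activation above the mean activation of all test compounds in the run plus 3 SD, cut at about 38% in these data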
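Assay system – CHO-derived RD-HGA16 cells with stable Gα16 and human TAAR1 · Compound dosing – one-point dosing at 3 µM (nominal) · Incubation – 17-24 h seeding, 75 min 37 °C dye, 30 min RT · Measured by – kinetic Fluo-8 calcium fluorescence · Control set – DMSO vehicle as 0%, PEA at EC100 as 100% · Repeats – single well for each compound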
M1 PAM – potentiates human M1 receptor response to acetylcholine | P11229 | CHO-K1 hM1, Fluo-8 calcium fluorescence, ACh EC20; 0% = ACh EC20, 100% = maximal ACh | activation, % at 3 µM | 360,000 tested, 0.088% active | AID 588819; in the data active = activation above about 19%, passing the limit was not always enough
CHO parental Ca – counter-screen for OX1R antagonists: effect in parental CHO cells; parental CHO-K1, ATP-induced calcium, Fluo-8 fluorescence; inhibition, % at 5.6 µM; 330,000 tested, 0.63% active; AID 463079;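 active = inhibition above that plate's mean sample inhibition plus 3 SD, cut at about 26% in these data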;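 note: 0% = ATP-challenged DMSO wells and 100% = DMSO wells without ATP; some compounds past the cut are filed as inactive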
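Material – parental CHO cells · Reagent – ATP stimulus · Compound – single nominal dose of 5.6 µM per compound · Detection – Fluo-8 fluorescence · Read-out basis – percent inhibition of calcium signal · Controls – ATP-challenged DMSO wells low, unchallenged DMSO wells high · Repeats – no replicates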
V1aR counter – V1a receptor agonism, counter-screen for OXTR agonists | P37288 | CHO-V1R cells, Fluo-8 calcium fluorescence, agonist mode; 0% DMSO, 100% 3 nM vasopressin | activation, % at 3 µM | 320,000 tested, 0.25% active;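 active = activation above the mean activation of all tested compounds plus 3 SD, per screening run, cut at about 20% in these data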;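 note: signal is peak over basal fluorescence ratio across a 100 second FLIPR read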
Target sequence (P37288 whole entry, looked up): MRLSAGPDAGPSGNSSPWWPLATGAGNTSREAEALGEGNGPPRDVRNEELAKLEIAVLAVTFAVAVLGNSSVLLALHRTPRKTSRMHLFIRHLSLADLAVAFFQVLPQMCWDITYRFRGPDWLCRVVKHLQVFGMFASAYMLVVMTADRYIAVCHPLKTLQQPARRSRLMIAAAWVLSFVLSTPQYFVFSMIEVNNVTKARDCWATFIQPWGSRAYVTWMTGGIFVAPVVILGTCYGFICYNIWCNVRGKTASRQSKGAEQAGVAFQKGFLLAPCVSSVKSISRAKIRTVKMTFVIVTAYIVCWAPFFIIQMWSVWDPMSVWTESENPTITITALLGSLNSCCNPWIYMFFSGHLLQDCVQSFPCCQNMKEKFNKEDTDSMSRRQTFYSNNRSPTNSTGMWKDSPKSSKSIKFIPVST
OXTR potentiator – potentiates the human oxytocin receptor response; AID 2445; 320,000 tested, 0.061% active; CHO-OTR cells, Fluo-8 calcium fluorescence, potentiator mode; 0% = oxytocin EC15, 100% = EC100; P30559; activation, % at 3 µM;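 active = activation above that plate's cutoff, the mean activation of tested compounds plus 3 SD, cut at about 6.6% in these data, passing the limit was not always enough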;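 note: 100% uses oxytocin at 75 nM as the full agonist control; some results filed as inactive read as strong as hits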
Target sequence (P30559 whole entry, looked up): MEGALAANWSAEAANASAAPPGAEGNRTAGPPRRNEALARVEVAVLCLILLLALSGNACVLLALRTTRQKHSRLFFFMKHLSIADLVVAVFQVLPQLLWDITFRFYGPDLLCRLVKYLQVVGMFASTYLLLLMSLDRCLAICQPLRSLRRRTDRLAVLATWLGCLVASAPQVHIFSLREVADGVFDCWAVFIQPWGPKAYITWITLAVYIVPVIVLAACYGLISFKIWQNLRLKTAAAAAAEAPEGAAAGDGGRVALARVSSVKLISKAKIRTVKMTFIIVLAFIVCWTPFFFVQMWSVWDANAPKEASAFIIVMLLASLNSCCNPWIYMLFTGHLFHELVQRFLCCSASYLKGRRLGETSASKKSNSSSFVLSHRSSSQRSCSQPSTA
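assay system = CHO-OTR cells, human receptor | schedule = compound 6 min at room temperature before oxytocin, 100 s read | detection = Fluo-8 intracellular calcium fluorescence, ex 470-495, em 515-575 nm | evaluation = normalized max/min fluorescence ratio, % activation | control set = EC15 oxytocin alone as 0%, 75 nM oxytocin (EC100) as 100%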
M1 ag – agonists of human M1 muscarinic receptor. CHO-K1 hM1, Fluo-8 calcium fluorescence, agonist mode; 0% DMSO, 100% acetylcholine EC100. AID 588814. P11229. 360,000 tested, 0.33% active. activation, % at 3 µM;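 active = activation above the run's mean compound activation plus 3 SD, cut at about 16% in these data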;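 note: peak over basal fluorescence ratio within a 140 s kinetic read after compound addition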
OXTR ag – human OXTR agonism | CHO-OTR cells, Fluo-8 calcium fluorescence; normalized: DMSO 0%, oxytocin 100% | P30559 | 320,000 tested, 0.32% active | activation, % at 3 µM | AID 2435;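 active = activation above the mean of all tested compounds plus 3 SD, cutoff set per screening run, cut at about 20% in these data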;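 note: peak over basal fluorescence ratio from a 100 s FLIPR kinetic read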
TAAR1 antag – human TAAR1 antagonism | Q96RJ0 | CHO RD-HGA16 TAAR1, Fluo-8 calcium fluorescence, antagonist | inhibition, % at 3 µM | 360,000 tested, 1.5% active | AID 624466;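 active = inhibition above a per-plate cutoff, the mean inhibition of test compounds on that plate plus 3 SD, cut at about 49% in these data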;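 note: 0% = DMSO plus EC80 beta-PEA response and 100% = DMSO alone without agonist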
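Assay system: RD-HGA16 CHO cells with stable hTAAR1 and Gα16 / Reagent: EC80 β-phenethylamine stimulus / Doses: 3 µM, single point / Timing: dye loading 75 min at 37 °C, then 30 min room temperature / Measured by: Fluo-8 intracellular calcium dye fluorescence, real-time kinetic reads / Controls: vehicle wells and EC80 agonist wells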
The depositor's hits bear a star; nt = not tested or not shown.

Values in the order – CHRM1 antagonist, TAAR1 agonist, M1 PAM, CHO parental Ca, V1aR counter, OXTR potentiator, M1 ag, OXTR ag, TAAR1 antag
O=C(COC(=O)C12CC3CC(CC(C3)C1)C2)NC12CC3CC(CC(C3)C1)C2
  -25, 18, -1, -3, -1.1, -6, -6, -1.5, 25
CN(C)/C=C(/C(=O)c1ccc(Cl)c(Cl)c1)S(C)(=O)=O
  -8, 3, 19, -12, 0.8, -1, -6, 2.0, -2
Cc1ccc(C2C(=O)N(C3CCC(C)CC3)CC(=O)N2C2CCCC2)cc1 (stereo not drawn)
  -3, 5, -2, -27, -1.6, -8, -5, -1.9, 3
NC(=O)C1CN(C(=O)c2nn(Cc3ccccc3)c(=O)c3ccccc23)c2ccccc2O1 (stereo not drawn)
  12, 0, -5, nt, nt, nt, -4, nt, -56
CC(Oc1cc2oc(=O)c3c(c2cc1Cl)CCC3)C(=O)NCc1ccccn1 (stereo not drawn)
  -10, 1, 9, -14, 1.2, -1, -4, 0.1, -26
CCOC(=O)c1ccc(NC(=O)CN2C(=O)C3C4C=CC(C4)C3C2=O)cc1 (stereo not drawn)
  -2, 13, 4, -7, 1.8, -7, -1, 5.8, 12
CC(C)(C)c1ccc(-n2ncc3c2CCCC3NC(=O)CN2CCCCC2=O)cc1 (stereo not drawn)
  19, 4, -12, -13, 6.2, -6, -4, 1.8, -57
CC1(C)Cc2c(sc3c2C2=NCCN2C=N3)CS1
  20, 0, -15, -3, 0.1, -7, -5, 0.8, -5
COc1ccc(C(=O)NCCCOc2cccnc2)cc1OC1CCN(C(C)=O)CC1
  -16, 1, 8, -5, 0.1, -5, -2, -0.7, -19
CCN(CC(=O)Nc1c(F)cccc1F)C(=O)Cc1ccc(S(=O)(=O)N2CCOCC2)s1
  -6, 2, 7, nt, nt, nt, -2, nt, 0
CCOc1ccccc1Cn1c(=O)sc2ccccc21
  -5, 5, 8, -5, -1.0, -10, -6, -2.0, 5
CCN1C(=O)C(CC(=O)Nc2ccc(F)cc2)N(Cc2ccc3c(c2)OCO3)C1=S (stereo not drawn)
  26, 16, -8, -5, 5.3, -8, -1, 8.7, -1
CC1C/C(=N\NC(=O)c2cccnc2)CC(C)(C)C1 (stereo not drawn)
  2, 5, 2, 7, 0.2, 1, -6, 1.4, -21
Cc1noc(C)c1COc1ccc(C(=O)N2CC(C)CC(C)C2)cc1 (stereo not drawn)
  -5, 10, 1, -8, 1.1, -12, -6, 0.4, -11
CC(C)(C)C(=O)NC(=O)Nc1ccccc1C(F)(F)F
  2, 3, 0, -22, -0.4, 2, -5, -2.7, -14
COc1cccc(CN(C)CC(=O)Nc2sc3c(c2C#N)CCC3)c1
  5, -2, 2, -19, -0.8, 0, -4, -1.6, -4
CC(C)C(=O)NNc1ccccc1
  -19, 4, 10, -4, 0.7, 0, -5, -0.7, 5
CCCn1c(SCC(=O)c2cc(C)n(-c3cc(C)on3)c2C)n[nH]c1=O
  18, 2, -3, nt, nt, nt, 0, nt, -41
COC(=O)C(C)Sc1nc2c([nH]c3ccccc32)c(=O)n1C (stereo not drawn)
  -20, 0, 13, -6, -1.0, -16, 4, -0.4, 9
CC(C)(C)NC(=O)[C@]1(C)CCC[C@@]2(C)C3CC[C@@]4(C)C[C@]3(CCC21)CC4=O (stereo partly drawn)
  -17, 6, 12, -5, -1.1, 0, -6, -1.9, 4
CN(C(=O)Cn1cc(C(F)(F)F)cc(Cl)c1=O)C1CCS(=O)(=O)C1 (stereo not drawn)
  -9, 1, 9, 16, -0.2, -5, -3, 0.1, -23
COc1ccc(C(CC(=O)c2ccccc2)CC(=O)c2ccccc2)cc1
  -3, 10, -2, -12, 1.4, -9, -3, 1.4, 13
CC1(C(=O)NS(=O)(=O)c2cccc(C#N)c2)CCN1C(=O)c1ccc(C2CCCCC2)cc1 (stereo not drawn)
  -7, 2, 5, nt, nt, nt, -2, nt, 2
CCOC(=O)c1c(C)[nH]c(C)c1C(=O)COC(=O)c1ccc(Cl)c(S(=O)(=O)NCc2ccccc2)c1
  4, 15, -6, -4, 2.8, -10, -4, -0.9, 47
COc1ccc(CN2CCN(C(=O)c3ccco3)CC2)cc1
  -7, 24, 0, 3, 0.8, -7, -7, 0.5, -5
COc1ccc(-c2[nH]ncc2CN2CCN(C3CCCCC3)C(=O)C2)cc1F
  -9, 1, 3, -15, -0.7, -13, -6, -1.2, 4
COc1cccc(-c2cc3nc(C)c(C)c(N4CCN(C(=O)c5ccoc5)CC4)n3n2)c1
  13, 4, 1, nt, nt, nt, -5, nt, 20
Cc1cc(=O)[nH]c(NN=Cc2c(Cl)cccc2Cl)n1
  -2, -2, -6, nt, nt, nt, -9, nt, 3
COc1ccc(S(=O)(=O)Nc2ccccc2Cl)cc1NC(C)=O
  0, 3, -5, -6, 0.6, -13, -6, -1.2, 15
Cc1ccn2c(=O)c(NC(=O)c3ccc(Br)o3)c(C)nc2c1
  -9, -1, 5, -4, -0.2, -2, -2, -0.4, -6
CCN1CCN(C2=C(NS(=O)(=O)c3ccc(C)cc3)C(=O)c3ccccc3C2=O)CC1
  -3, 0, 0, -11, 0.9, -7, -3, 0.7, -3
Cc1ccc(Cc2cc(C)n[nH]c2=O)cc1
  -14, 0, 14, -6, 0.1, -6, -7, -0.5, -19
COc1ccc2c(C)cc(=O)oc2c1
  -12, 1, -5, nt, nt, nt, -5, nt, -15
COc1cccc(/C=N/n2nnnc2N)c1
  -2, 2, 0, 3, 0.4, 0, -5, -1.9, -3
CCOC(=O)c1[nH]c2ccccc2c1NC(=O)c1ccc(S(=O)(=O)N2CCOCC2)cc1
  10, 5, -6, -2, 0.8, -6, -7, 1.7, 19
O=C(CSc1nc2nn(-c3ccccc3)c(=O)c-2c2n1CCCCC2)NCCc1ccccc1
  -6, 1, 9, -35, -1.4, -11, -2, -2.3, -5
CCCCOC(=O)C1=C(C)Nc2ncnn2C1c1ccc(OCC)c(OC)c1 (stereo not drawn)
  -2, 7, 8, -20, -0.3, 2, -4, -1.5, 15
CCc1ccccc1NC(=O)Cn1cccc1C1=NC(c2ccccc2)CO1 (stereo not drawn)
  22, -1, -22, -11, 1.8, 3, -9, -2.4, 12
O=C(COc1coc(CN2CCc3ccccc32)cc1=O)N1CCCCC1
  -13, 0, 7, -22, -1.9, -9, 2, -0.1, -19
CN1CCN(C(=O)/C(=C\c2cccs2)NC(=O)c2ccccc2)CC1
  -1, 1, 0, -8, 0.2, -7, -8, 0.3, -19
O=C(NCc1ccccc1)c1cc(C2COCCN2S(=O)(=O)c2ccccc2)on1 (stereo not drawn)
  -8, 2, 0, nt, nt, nt, -5, nt, 2
CCn1c(C(=O)NC2CCC(C)CC2)cc2sccc21 (stereo not drawn)
  -14, 6, 5, -22, -1.2, -5, -6, -2.9, -10
CN(CC(=O)Nc1ccc(OC(F)(F)F)cc1)C(=O)/C=C/c1cc2c(cc1[N+](=O)[O-])OCO2
  -1, -4, 0, -23, 1.7, -5, -6, 1.3, 6
O=C1CC(c2cccc(Cl)c2)Cc2nc(N3CCOCC3)ncc21 (stereo not drawn)
  -29, 7, 4, -19, 2.0, -11, -1, -0.9, 12
Cc1nc2cccnc2nc1C
  -11, 5, 16, -2, 0.3, -2, -2, 0.1, 0
O=C(NC1CCCCC1)C1CCCN(S(=O)(=O)c2cnc[nH]2)C1 (stereo not drawn)
  -13, -1, 7, -11, 0.3, 6, -1, 0.9, 11
O=C(O)CCNS(=O)(=O)c1ccccc1Br
  -5, 13, 8, -4, 1.0, -16, -3, 0.0, -5
CCOC(=O)N1CCC(NC(=S)Nc2ccc3nc(N4CCN(C)CC4)cc(C)c3c2)CC1
  -11, 1, 9, -7, -0.1, 0, -7, -0.7, -23
COC(=O)c1sccc1NC(=O)c1cnc2cc(C)nn2c1C
  -10, 7, 6, -3, 1.3, -14, -3, -1.0, -8
CN(C)CCCN(C(=O)c1ccc(N2C(=O)CCC2=O)cc1)c1nc2c(F)cccc2s1
  -17, 3, 5, 0, 1.0, -4, -7, 0.9, -18

(next part)
Values in the order – CHRM1 antagonist, TAAR1 agonist, M1 PAM, CHO parental Ca, V1aR counter, OXTR potentiator, M1 ag, OXTR ag, TAAR1 antag
Cc1ccc(C(=O)Nc2ccc(C(=O)N/N=C/c3ccc(C)o3)cc2)cc1
  -15, 0, 11, 7, 2.7, -6, -9, 1.4, -3
CCN(CC(=O)NC1CCS(=O)(=O)C1)c1ccc(S(C)(=O)=O)cc1[N+](=O)[O-] (stereo not drawn)
  -14, 14, 10, -10, 0.1, -11, -1, 0.4, -2
Cc1ccc(-c2nc(COC(=O)C3=NN(c4ccccc4)C(=O)CC3)cs2)cc1
  34, 1, -12, -15, 0.5, -3, -7, -1.1, -20
O=[N+]([O-])c1ccc(CSc2nnc(-c3cnccn3)o2)cc1
  -2, 4, 4, -14, 0.5, -7, 1, 0.0, -6
COc1ccccc1/C=C1\SC(=S)N(CCC(=O)N2CCN(C)CC2)C1=O
  -2, 1, 10, -25, 1.4, -7, -6, 0.6, 7
COc1ccc(OCCSc2nc3ccccc3n2CC(=O)O)cc1
  -9, 15, -1, 2, -0.5, 2, -1, 1.9, 5
